Source: PubChem (several laboratories)
HSF1 inhib – HSF1 inhibition. 300,000 tested, 0.77% active. activity change, negative = inhibition, % at 7.5 µM (by protocol). NIH3T3-HGL HSE-luciferase, MG132-induced, luminescence 8 h; active compounds read low;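 active means more than half of replicate wells show activity change below -50%, luminescence cut by over half; inconclusive means some wells, but at most half, below -50%; inactive means no replicate well below -50%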;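 further: luciferase reports HSF-1 transcriptional activity via heat shock element; 0% = median of DMSO wells and -100% = zero luminescence signal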
GSK3B inh – inhibitors of human GSK3beta kinase. P49841. GST-GSK3beta kinase, ADP-Glo luminescence, 60 min; active compounds read low. activity score (negative = inhibition), % at 10 µM. 300,000 tested, 0.038% active. AID 2097;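 active means more than half of replicate wells score below -50%, meaning over 50% inhibition versus plate controls; inconclusive means some replicates but at most half score below -50%; inactive means no replicate scores below -50%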;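 further: 0% = median DMSO wells and -100% = median GW8510 positive control wells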
Target sequence (P49841 whole entry, looked up): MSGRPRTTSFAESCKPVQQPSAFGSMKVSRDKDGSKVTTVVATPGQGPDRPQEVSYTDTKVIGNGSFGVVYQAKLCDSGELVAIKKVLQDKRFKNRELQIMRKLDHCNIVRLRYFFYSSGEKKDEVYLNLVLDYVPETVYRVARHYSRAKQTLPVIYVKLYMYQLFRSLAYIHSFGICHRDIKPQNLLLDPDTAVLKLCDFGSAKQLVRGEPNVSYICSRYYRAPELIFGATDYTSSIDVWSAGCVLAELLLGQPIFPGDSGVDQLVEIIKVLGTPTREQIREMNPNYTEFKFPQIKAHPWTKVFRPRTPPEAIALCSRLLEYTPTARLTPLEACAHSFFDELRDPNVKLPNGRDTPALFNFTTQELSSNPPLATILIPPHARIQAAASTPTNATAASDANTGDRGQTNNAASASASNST
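Test system: GST-tagged human GSK3beta kinase, cell-free; evaluation: activity score scaled between in-plate DMSO and GW8510 controls; measured by: ADP-Glo luminescence; incubation: 60 min reaction, RT; benchmarks: DMSO and 20 µM GW8510; reagent: peptide substrate plus 25 µM ATP (final); medium: Tris/MgCl2 kinase buffer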
HSP90 refold inh – inhibitors of HSP90 luciferase refolding in rabbit reticulocyte lysate. 290,000 tested, 0.91% active. inhibition, % at 5.6 µM. luciferase refolding luminescence, 3 h;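 active means inhibition above the screen-wide mean plus 3 SD, computed separately per campaign, cut at about 16% in these data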;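 further: 0% = DMSO wells and 100% = 60 µM geldanamycin wells; inhibitors lower the luminescence because luciferase stays unfolded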
IEC-6 cytotox – IEC-6 cytotoxicity, counter-screen for KLF5 inhibitors; luminescence viability; inhibition, % at 5 µM; 290,000 tested, 0.78% active; AID 1825; in the data active means inhibition above about 22%;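 further: 0% = plate median of test compound wells and 100% = cytotoxic reference compound wells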
GSK3A inh – inhibitors of human GSK-3 alpha kinase; P49840; ADP-Glo luminescence, 60 min; inhibition, % at 10 µM; 320,000 tested, 0.1% active;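 in the data active means inhibition above about 50%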;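 further: GST-tagged GSK-3 alpha with peptide substrate and 25 µM ATP; 0% = DMSO neutral wells and 100% = GW8510 positive control wells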
Target sequence (P49840 whole entry, looked up): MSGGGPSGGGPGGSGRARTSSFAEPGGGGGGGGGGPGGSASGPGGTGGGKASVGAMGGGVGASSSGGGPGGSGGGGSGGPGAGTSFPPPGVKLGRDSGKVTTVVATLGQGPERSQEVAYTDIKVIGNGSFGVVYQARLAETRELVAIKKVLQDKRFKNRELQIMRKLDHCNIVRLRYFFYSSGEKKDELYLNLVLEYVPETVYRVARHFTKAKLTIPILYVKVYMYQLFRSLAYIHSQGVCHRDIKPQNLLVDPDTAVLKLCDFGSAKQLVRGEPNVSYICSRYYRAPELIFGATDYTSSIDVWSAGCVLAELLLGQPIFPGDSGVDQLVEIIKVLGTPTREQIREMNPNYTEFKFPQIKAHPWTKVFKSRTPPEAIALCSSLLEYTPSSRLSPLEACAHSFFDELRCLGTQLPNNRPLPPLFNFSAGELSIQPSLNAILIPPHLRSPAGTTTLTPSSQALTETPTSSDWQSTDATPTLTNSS
KLF5 inh – inhibitors of KLF5 expression; inhibition, % at 5 µM; 290,000 tested, 0.23% active; DLD-1 KLF5 promoter-luciferase reporter, luminescence;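 active means inhibition above a per-plate limit of that plate's mean compound inhibition plus 3 SD, cut at about 60% in these data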;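 further: 0% = DMSO wells and 100% = LY294002 at 200 µM; higher means less KLF5 promoter-driven luciferase light; inactives centre near -14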
HSF1 activator – increases HSF-1 driven luciferase reporter signal | NIH3T3-HGL HSF-1 luciferase reporter, MG132, 8 h; 100% = twice DMSO control signal | activation, % at 9 µM | 300,000 tested, 1.7% active | AID 504408;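 active means mean replicate activation of at least 50% with a set share of replicates each reaching 50%; inconclusive means only one of those two conditions met; inactive means mean below 50% and too few replicates reaching it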;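 further: 0% = median of the neutral control wells and 100% = twice that signal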
PolyA inh – blocks polyadenylation in yeast reporter cells; S. cerevisiae SKY197-pL101 polyadenylation reporter, beta-gal luminescence; efflux-impaired pdr1/pdr3 knockout yeast; score 100 = 6 SD above DMSO; AID 1875; 300,000 tested, 0.02% active; calls only at 12 µM;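 active means lowest replicate activity score at least 50, where 100 means six control SD above control mean; inconclusive means lowest score under 50 but half or more replicates reach 50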;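 further: yeast exposed to compound for 9 h at 30 °C; higher score means more reporter readthrough which indicates perturbed polyadenylation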
AI-2 QS modul – modulates the Vibrio harveyi AI-2 quorum sensing system; Vibrio harveyi JMH597 AI-2 luminescence/OD600 ratio, 9 h; active compounds read low; strain lacks LuxN and CqsS sensors; 0 = neutral-control median; activity change, % at 7.5 µM; 300,000 tested, 0.4% active; in the data active means activity change below about -75%, passing the limit was not always enough; inconclusive means no clear call, values can overlap the other calls;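 further: luminescence divided by OD600 gain over 9 h not by final OD600 alone; inactives centre near 13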
aSyn UTR inh – 5' untranslated region of α-synuclein, MLPCN primary screen. alpha-synuclein 5'UTR reporter, inhibitor activity. inhibition, % (tested at 7.5 µM). 300,000 tested, 0.82% active. AID 1813; in the data active means inhibition above about 60%; inconclusive means no clear call, values can overlap the other calls;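 further: H4 neuroglioblastoma cells stably carrying SNCA 5'UTR luciferase fusion; 0% = DMSO wells and 100% = positive control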
The depositor's hits bear a star; i = inactive; ? = inconclusive; / = not tested or not shown. These rows are one share of the data, so the mix of outcomes need not match the whole.

SMILES	HSF1 inhib	GSK3B inh	HSP90 refold inh	IEC-6 cytotox	GSK3A inh	KLF5 inh	HSF1 activator	PolyA inh	AI-2 QS modul	aSyn UTR inh
CS(=O)(=O)N(CC(=O)N1CCN(Cc2ccccc2)CC1)c1ccc(F)cc1	1	1	-2	-3	-3	-9	14	i	20	-8
O=C(CCc1ccccc1)NNC(=O)c1cc(Cl)ccc1O	5	3	6	0	/	8	2	i	37	-5
Clc1cnc(Nc2cccnc2)c(Cl)c1	-4	0	0	-4	-1	-23	-2	i	16	24
O=S(=O)(c1ccc(F)cc1)N1CCN(c2ccc(-c3ccccc3)nn2)CC1	1	0	-2	0	-1	-5	9	i	4	-16
COc1ccc(C(=O)CSc2nnnn2C)c(OC)c1	0	0	1	-3	6	-37	-3	i	13	-3
CCO[C@H]1OC(C(=O)O)=C[C@@H](C2CCCCC2)[C@@H]1CCCO	-7	4	4	2	0	-38	0	i	3	8
CN(NC(=O)C(C)(C)C)c1nc(-c2ccccc2)nnc1C(F)(F)F	3	2	0	2	4	-31	8	i	10	6
O=C(c1c(F)c(F)c(F)c(F)c1F)N1CCN(c2cccc(C(F)(F)F)c2)CC1	-10	1	-3	0	-2	-19	-31	i	-1	-21
Cc1ccccc1C(=O)NC1CCN(C(=O)N2CCOCC2)CC1	-3	2	0	-1	-2	-16	-11	i	4	-14
O=[N+]([O-])c1ccc(C2CC(c3ccccc3)=Nc3ccccc3S2)cc1 (stereo unspecified)	24	0	2	4	-1	-34	40	i	4	-48
O=C(NCCCN1CCCCC1)c1ccc2c(=O)n(CCc3ccccc3)c(=O)[nH]c2c1	0	-1	-2	-2	-2	-14	4	i	-1	-82
N#Cc1ccc(COC(=O)c2cnc3ccccc3n2)cc1	-2	0	-6	0	-1	-7	5	i	-21	-5
CCCCc1nc2cc(C(=O)N3CCNC(=O)C3)ccc2o1	0	0	-7	-5	0	-26	5	i	16	-6
O=C(NCc1nnnn1-c1ccc(F)cc1)c1ccc([N+](=O)[O-])o1	17	2	/	/	1	/	14	i	-8	-136
COC(=O)/C=C/c1oc2ccccc2c1C	-5	-2	-2	0	0	-18	3	i	11	-19
O=C(Cn1cccc1)N1CCN(c2ccc(F)cc2)CC1	-3	0	-1	-3	-3	-21	1	/	2	9
Cc1cc(N2CCN(C)CC2)ccc1NC(=O)c1ccc(-c2ccc(Cl)cc2)o1	-1	-2	/	/	-3	/	3	i	27	-12
O=C(c1cc(-c2ccccn2)nc2ccc(Br)cc12)N1CCc2ccccc2C1	1	-4	-2	3	/	-1	12	i	24	-22
Cc1cc(C)c(NC(=O)CSc2nc(=O)n3cc(C)ccc3n2)c(C)c1	1	1	/	/	0	/	6	i	20	-14
CCOc1c(C#N)c(C#N)c2nc(C)cc(C)n12	-2	-1	1	0	-3	-8	6	i	12	3
O=C(O)c1ccc(S(=O)(=O)N2CCOCC2)o1	-5	/	-4	1	-1	12	8	i	/	-6
Cc1cccc(OCc2nnc(SCC(=O)NC3CCCCC3)n2C)c1	-2	0	-3	-8	0	4	16	i	57	1
Cc1cccc(C(=O)Nc2ccc(C(=O)N/N=C/c3cccc(C)n3)cc2)c1	3	1	1	2	1	-23	30	i	26	-6
Cn1cc(C(=O)NCCN2CCN(c3cccc(Cl)c3)CC2)c2c3ccccc3n(C)c2c1=O	-9	2	3	-3	/	1	-8	i	24	-3
CCOC(=O)c1c(C)[nH]c(C(=O)CN2CC(C)OC(C)C2)c1C (stereo unspecified)	-3	2	-2	2	1	1	18	i	14	19

7 compounds picked at random from those above:
SMILES	HSF1 inhib	GSK3B inh	HSP90 refold inh	IEC-6 cytotox	GSK3A inh	KLF5 inh	HSF1 activator	PolyA inh	AI-2 QS modul	aSyn UTR inh
Cc1cccc(C(=O)Nc2ccc(C(=O)N/N=C/c3cccc(C)n3)cc2)c1	3	1	1	2	1	-23	30	i	26	-6
Cc1cc(N2CCN(C)CC2)ccc1NC(=O)c1ccc(-c2ccc(Cl)cc2)o1	-1	-2	/	/	-3	/	3	i	27	-12
O=C(NCCCN1CCCCC1)c1ccc2c(=O)n(CCc3ccccc3)c(=O)[nH]c2c1	0	-1	-2	-2	-2	-14	4	i	-1	-82
Cc1cc(C)c(NC(=O)CSc2nc(=O)n3cc(C)ccc3n2)c(C)c1	1	1	/	/	0	/	6	i	20	-14
CN(NC(=O)C(C)(C)C)c1nc(-c2ccccc2)nnc1C(F)(F)F	3	2	0	2	4	-31	8	i	10	6
O=S(=O)(c1ccc(F)cc1)N1CCN(c2ccc(-c3ccccc3)nn2)CC1	1	0	-2	0	-1	-5	9	i	4	-16
Cc1cccc(OCc2nnc(SCC(=O)NC3CCCCC3)n2C)c1	-2	0	-3	-8	0	4	16	i	57	1

Remaining list, next part:
SMILES	HSF1 inhib	GSK3B inh	HSP90 refold inh	IEC-6 cytotox	GSK3A inh	KLF5 inh	HSF1 activator	PolyA inh	AI-2 QS modul	aSyn UTR inh
CCS(=O)(=O)NCC(c1cccnc1)N1CCN(c2ccccc2OC)CC1 (stereo unspecified)	6	0	1	-2	-1	-19	-9	i	46	7
COC(=O)c1ccc(C(C2C(=O)CC(C)(C)CC2=O)C2C(=O)CC(C)(C)CC2=O)cc1	1	-2	1	0	-2	-11	17	i	/	10
Cc1ccc(SCCC(=O)OCC(=O)Nc2ccc(S(N)(=O)=O)cc2)cc1	-4	1	3	-2	-3	-9	1	i	14	12
CN(C)C1C(=O)c2ccccc2C1=O	4	3	6	-2	-3	-15	-9	i	-5	-7
CC(=O)Nc1ccc(S(=O)(=O)Nc2nc3ccccc3nc2-n2ccc(=NC(=O)c3ccccc3)cc2)cc1	-10	2	3	7	1	-18	10	i	-14	-13
COc1cccc(CNC2CCCc3ccccc32)c1OC (stereo unspecified)	8	2	3	-9	-3	4	6	i	-5	-9
CCOCC(=O)Nc1ccc([N+](=O)[O-])cc1C	0	4	-2	-3	1	-10	-10	i	13	19
O=C(NCc1cnn(-c2ccccc2)c1)C1CCC(=O)N(C2CC2)C1 (stereo unspecified)	0	2	-4	1	-1	-33	1	i	17	-20
COc1ccc(S(=O)(=O)n2ccc(-c3ccc(OCCN(C)c4ccccn4)cc3)n2)cc1	-5	-1	3	-5	-1	-43	-1	i	43	5
N#CC1=C(SCC(=O)NC2CC2)NC(=O)C(C#N)C12CCCCC2 (stereo unspecified)	-1	4	2	1	2	-38	-21	i	16	21
COc1ccc(-c2csc(Nc3cc(C)ccn3)n2)cc1OC	-1	-3	3	5	-2	-118	-1	i	-20	-236
c1ccc(CN2CCOCCOCCOCCOCC2)cc1	-3	-4	3	1	-1	-7	-8	i	19	18
Cc1ccc(C)c(NC(=S)NC(NC(=O)/C=C/c2ccccc2)C(Cl)(Cl)Cl)c1 (stereo unspecified)	-11	-1	-2	-1	-3	-17	-9	i	20	-14
CCCc1nnc(NC(=O)C(=O)NCCN(CC)CC)s1	-6	-4	1	2	/	-1	-13	i	32	-5
Cc1ccc(C)c(N2CCN(C(=O)C(Cc3ccccc3)n3cccc3)CC2)c1 (stereo unspecified)	3	8	3	6	0	-3	15	i	19	15
O=C(Nc1ccccc1N1CCOCC1)c1ccc(N2CCOCC2)c([N+](=O)[O-])c1	-2	5	-2	-9	-2	2	-13	i	9	-10
CCCn1c(SCC(=O)N(CC)CC)nnc1-c1ccncc1	-6	0	0	-3	-2	-18	-2	i	8	3
CCOC(=O)c1c(NC(=O)COC(=O)CCOc2ccc(OCC)cc2)sc(C(=O)N(C)C)c1C	9	0	/	/	-2	/	2	i	36	-3
CCNC(=S)N1CCc2ccccc2C1	-6	-1	-2	5	-1	-22	19	i	-10	0
CC1CCN(c2nc3c(c(=O)[nH]c(=O)n3C)n2CC(C)CSc2nnnn2-c2ccccc2)CC1 (stereo unspecified)	9	3	-3	-5	1	-18	33	i	-6	18
O=C(O)CCC(=O)NCc1ccc(F)cc1	-3	0	4	2	-4	-12	-8	i	11	9
CCC(=O)N1CCN(c2ccc(NC(=O)c3ccc([N+](=O)[O-])o3)cc2Cl)CC1	115	-4	5	67*	/	14	128*	i	27	77*
O=c1ccn(-c2cccc(C(F)(F)F)c2)nc1-c1ccn(-c2cccc(Cl)c2)n1	0	-1	1	2	2	-17	10	i	22	13
CC(C)=CCN1CCN(Cc2cn[nH]c2C2CCCCC2)CC1CCO (stereo unspecified)	-6	-1	3	0	2	-6	-1	i	7	4
CCCC(C(=O)Nc1ccncc1)c1ccccc1 (stereo unspecified)	-4	0	-3	8	-3	-3	4	i	12	5

(more compounds)
SMILES	HSF1 inhib	GSK3B inh	HSP90 refold inh	IEC-6 cytotox	GSK3A inh	KLF5 inh	HSF1 activator	PolyA inh	AI-2 QS modul	aSyn UTR inh
O=C(c1cc(Cl)nc2ccccc12)N1CCN(S(=O)(=O)c2cccc(C(F)(F)F)c2)CC1	-2	4	/	/	0	/	10	i	13	23
CCN(CC)c1ccc(C(=O)Nn2cnc3ccccc3c2=O)cc1	-13	0	8	6	-1	-53	-26	i	?	-92
O=C(NCc1ccccn1)C(=O)NCC(c1ccco1)N1CCOCC1 (stereo unspecified)	-3	-1	-4	-8	-1	0	-4	i	2	4
CCN(C(=O)c1ccc(NC(C)=O)cc1)c1ccccc1	0	2	2	-4	0	1	-5	i	19	-1
CCN1CCCC1CNS(=O)(=O)c1ccc(F)c(Cl)c1 (stereo unspecified)	2	-1	-5	-4	-1	5	3	i	6	-6
CCOC(=O)CC1=NS(=O)(=O)c2ccccc2N1	-2	-3	-3	1	-1	-24	3	i	50	6
